Compound activity (PubChem BioAssay)
A549 tox: Nrf2 qHTS screen for inhibitors: counterscreen for cytotoxicity | A549 ARE-Fluc cells, CellTiter-Fluor viability, 18-24 h | Potency, µM (doses to about 46 µM), without a hit: at the top dose activity change, negative = cytotoxicity, hits mostly inhibitors | actives 0.16% (n = 390,000); also: potency is read from the fitted curve at half-maximal effect; % is scaled to controls: 0 for no effect and ±100 for the full control effect
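A549 ARE-Fluc cells in 5% FBS OPTI-MEM, 5000 cells/well, rested 2 h then exposed to compounds in concentration-response for 18-24 h at 37 °C. Viability by CellTiter-Fluor fluorescence (Ex 405/Em 525) after 30 min; luciferase luminescence (BugLite, 15 min, RT) read afterwards.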
Nrf2 block: Nrf2 qHTS screen for inhibitors; A549 ARE-Fluc reporter, luciferase luminescence, 18-24 h; AID 504444, 2011; actives 2.1% (n = 360,000); Potency, µM (series often up to 46 µM), without a hit: top-dose activity change, negative = inhibition, hits mostly inhibitors; also: potency is read from the fitted curve at half-maximal effect; % is scaled to controls: 0 for no effect and ±100 for the full control effect; nearly all actives have a fitted effect of over 60% in size
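Nrf2 activity is the BugLite luminescence, read 15 min after reagent at room temperature, following CellTiter-Fluor cytotoxicity readout (30 min, 37C). Compound titrations were applied for 18-24 h to 5000 A549 ARE_Fluc cells/well in 5% FBS OPTI-MEM.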
EPAC2 agonist: qHTS for Agonist of cAMP-regulated guanine nucleotide exchange factor 4 (EPAC2): primary screen; Potency, µM (highest dose often 154 µM), without a hit: at the highest dose activation, hits mostly activators; actives 0.079% (n = 360,000); Rap guanine nucleotide exchange factor 4 (Homo sapiens), Q8WZA2; EPAC2 activation, biochemical qHTS; response scale: 100% = 6.5 mM cAMP response; also: potency is read from the fitted curve at half-maximal effect; nearly all actives have a fitted effect of over 50% in size
Target sequence (Q8WZA2 whole entry, looked up): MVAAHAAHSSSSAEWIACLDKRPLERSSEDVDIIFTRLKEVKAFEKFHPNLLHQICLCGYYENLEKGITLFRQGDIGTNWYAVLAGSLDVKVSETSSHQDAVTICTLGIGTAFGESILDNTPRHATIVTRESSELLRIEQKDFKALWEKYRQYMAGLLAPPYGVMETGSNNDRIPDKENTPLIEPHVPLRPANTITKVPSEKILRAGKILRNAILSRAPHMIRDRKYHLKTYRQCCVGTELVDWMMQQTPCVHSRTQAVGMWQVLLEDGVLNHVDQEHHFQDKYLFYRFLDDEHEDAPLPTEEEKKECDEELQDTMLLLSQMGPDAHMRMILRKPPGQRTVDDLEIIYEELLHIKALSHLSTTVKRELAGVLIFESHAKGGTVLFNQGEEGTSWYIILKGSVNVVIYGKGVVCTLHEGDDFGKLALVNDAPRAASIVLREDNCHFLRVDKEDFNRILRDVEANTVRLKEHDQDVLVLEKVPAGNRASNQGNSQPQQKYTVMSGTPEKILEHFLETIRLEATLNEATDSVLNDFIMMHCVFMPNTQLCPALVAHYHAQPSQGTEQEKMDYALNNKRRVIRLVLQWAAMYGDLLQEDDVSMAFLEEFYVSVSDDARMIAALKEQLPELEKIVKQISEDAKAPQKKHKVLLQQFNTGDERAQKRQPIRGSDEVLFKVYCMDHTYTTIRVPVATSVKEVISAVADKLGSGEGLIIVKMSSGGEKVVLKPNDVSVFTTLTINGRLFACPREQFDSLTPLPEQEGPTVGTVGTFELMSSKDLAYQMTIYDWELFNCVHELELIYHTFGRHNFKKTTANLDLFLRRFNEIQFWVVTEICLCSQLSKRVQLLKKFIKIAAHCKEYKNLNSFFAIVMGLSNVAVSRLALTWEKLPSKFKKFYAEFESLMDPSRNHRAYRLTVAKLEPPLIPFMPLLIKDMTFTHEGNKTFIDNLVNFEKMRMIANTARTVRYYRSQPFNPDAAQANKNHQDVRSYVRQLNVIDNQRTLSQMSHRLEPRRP
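Setup: EPAC2 100 nM, labeled Rap1B complex 250 nM, free GDP 50 uM. Compound titrations pinned in, brief spin, 5 min room temperature incubation. Kinetic fluorescence read over 30 min, normalized to 6.5 mM cAMP.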
HepG2 tox: qHTS for Inhibitors of TGF-b: Cytotox Counterscreen. actives 0.76% (n = 410,000). Potency, µM (doses to about 46.1 µM), inactives show top-dose activity change, negative = cytotoxicity, hits mostly cytotoxic. HepG2 CAGA-GFP viability, ATP luminescence, 18 h; also: potency is read from the fitted curve at half-maximal effect; some results filed as inactive show a strong effect at the top dose
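CellTiter-Glo luminescence gave cytotoxicity after 18 hours at 37 degrees C. The cells were HepG2 CAGA-GFP in 1% FBS DMEM, stimulated with 500 pg/mL TGF-beta after compound addition. %Activity was normalised to no-cell wells (complete cell-killing) and DMSO (no toxicity), and curves were fitted and classified.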
IL2 activator: qHTS of IL-2 Activators; IL-2 activation reporter assay, cell-based qHTS; stimulated with anti-CD3/CD4/CD28 beads; in transgenic mouse T cells; activation, % (series mostly up to about 46 µM); actives 0.065% (n = 360,000); in the data active = activation above about 50%; inconclusive = mostly about 30% to 49%; also: 0% is about no effect
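First, unstimulated transgenic mouse T cells were exposed to compound for 60 min. Next, anti-CD3/anti-CD4-coated beads with anti-CD28 were added. Finally, after 18 h at 37 degrees C, EGFP and DsRed were imaged.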
S2 tox: Viability Counterscreen for Primary qHTS for Inhibitors of ATXN expression | AID 651635, 2014 | Potency, µM (series often up to 56.7 µM), most hits filed as cytotoxic | S2 cells (HEK-293 line with an ATXN2-luciferase reporter) viability, CellTiter-Fluor protease fluorescence, 24 h | actives 0.49% (n = 400,000); also: potency is read from the fitted curve at half-maximal effect; nearly all actives have a fitted effect of over 40% in size
ATXN2 expr inh: Primary qHTS for Inhibitors of ATXN expression | HEK-293 ATXN2-luciferase reporter, luminescence, 24 h | Potency, µM (top dose mostly 57 µM), for inactives: at the top dose activity change, negative = inhibition, hits mostly inhibitors | actives 0.72% (n = 360,000); also: potency is read from the fitted curve at half-maximal effect; % is scaled to controls: 0 for no effect and ±100 for the full control effect; nearly all actives have a fitted effect of over 55% in size
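ATXN2-luciferase reporter cells (luciferase flanked by upstream and downstream ATXN2 gene portions) were treated 24 h at 37 °C with compounds at up to 57 uM. SteadyGlo luminescence gave expression; GF-AFC fluorescence gave viability.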
Nrf2 activator: qHTS of Nrf2 Activators; AREc32 ARE-luciferase reporter (MCF7-derived line), luminescence, 24 h; Potency, µM (highest dose often 46.1 µM), without a hit: at the highest dose activation, actives largely listed as activators; actives 0.31% (n = 410,000); also: potency is read from the fitted curve at half-maximal effect; % of control where 0% means no effect; nearly all actives have a fitted effect of over 65% in size
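Cells of the AREc32 ARE-luciferase line are plated in OPTI-MEM containing 5% FBS and left overnight at 37 deg C. Compounds are pinned in, incubation continues 24 hr, and firefly luciferase signal is then measured.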
TGFb inhibitor: qHTS for Inhibitors of TGF-b; HepG2 CAGA-GFP TGF-b/SMAD3 reporter, GFP fluorescence, 18 h; TGF-beta stimulated, 500 pg/mL final; Potency, µM (series often up to 46.1 µM), for the others: at the top dose activity, negative = inhibition, most hits filed as inhibitors; actives 1.2% (n = 410,000); also: potency is read from the fitted curve at half-maximal effect; % is scaled to controls: 0 for no effect and ±100 for the full control effect; nearly all actives have a fitted effect of over 65% in size
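HEPG2 CAGA-GFP, 1000 cells/well; 2 h settle, 37 C; cpd via pin tool; TGF-b 500 pg/mL final; 18 h, 37 C; GFP imaging ex488/em500-530; %Activity normalised to -TGF-b and +DMSO controls; CRC fit, curve class.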
An asterisk follows results filed as active; i = inactive; ? = inconclusive; nt = not tested or not shown; [ ] = remark or other dose. Unless noted, calls follow the shape of the dose curve; as a rule, active = well fitted curve in the direction sought with a large enough effect; inconclusive = small, poorly fitted or top-dose-only effect, or another doubt; inactive = no such curve, though single readings can be large; an effect the other way counts as inactive or inconclusive.

SMILES | A549 tox | Nrf2 block | EPAC2 agonist | HepG2 tox | IL2 activator | S2 tox | ATXN2 expr inh | Nrf2 activator | TGFb inhibitor
O=C(NCc1ccc(Cl)nc1)c1csc(COCCO)n1 | nt | nt | 3% | -1% | 1.1 | i | 11% | -0.1%[9.22 µM] | -4%
CC(C)c1ccc(Cn2c(COc3ccccc3)nc3ccccc32)cc1 | 19% | 16% | nt | -28% | nt | i | 29% | 7.9% | ?
CC(C)C(NC(=O)CNC(=O)OC(C)(C)C)C(=O)NCc1ccccc1 (centres undefined) | ? | 4% | -5% | -1% | 0.0 | i | 16% | -0.4% | 0%
Cc1csc(NC(=O)C2CCCN(S(=O)(=O)c3cnc[nH]3)C2)n1 (centres undefined) | -2% | ? | 2% | 0% | -1.1 | i | 6% | 0.4% | -3%
CCS(=O)(=O)c1nc(S(=O)(=O)c2ccc(C)cc2)c(NCCCOC)s1 | 13% | -4% | nt | -14% | nt | i | 2% | 0.0% | 2%
Cc1ccc(C)c(NC(=O)CN2CCN(C3CCCCC3)C(=O)C2=O)c1 | -15% | nt | nt | 15% | nt | i | -11% | -1.2% | -6%
N#CC1=C(N)NC(=S)C(C(N)=O)C1c1ccc([N+](=O)[O-])cc1 (centres undefined) | 0% | -8% | 10% | -1% | 1.0 | i | -13% | -0.3% | 15%
CC(c1ccccc1)N1C(=O)C2C3C=CC(C4CC34)C2C1=O (centres undefined) | 0% | -7% | 12% | 1% | -1.6 | i | -12%[11.3 µM] | -0.5% | -4%
COc1ccc(C2/C(=C(\O)c3ccc4c(c3)OCCO4)C(=O)C(=O)N2Cc2ccco2)c(OC)c1 (centres undefined) | -5% | -12% | 4% | -6% | -1.9 | i | -26% | -0.6% | -9%
COc1ccc(C/C(C)=N\NC(=O)c2c[nH]c3ccccc23)cc1OC | 6% | 4% | 9% | -6% | -0.3 | i | nt | 8.9% | -4%
COc1ccc(C(=O)Nc2nnc(-c3ccccc3)s2)cc1 | -2% | -2% | 4% | 0% | -0.1 | ? | -25% | 0.3% | -15%
Cc1cccc(NC(=O)CSCC(=O)N2CCN(C(=O)c3ccco3)CC2)c1 | 1% | -1% | 1% | -3% | -1.7 | i | -1% | 0.1% | -17%
O=C(COC(=O)c1cc(S(=O)(=O)N2CCOCC2)ccc1F)Nc1cc([N+](=O)[O-])ccc1F | -2% | 8% | 4% | -13% | 0.4 | ? | 1% | 0.1% | -7%
CCOc1ccc(Cn2ccnc2)cc1[N+](=O)[O-] | 4% | 7% | 7% | -18% | -0.8 | i | 0% | -0.3% | 13%
CC12CCC(=O)N1C(C(=O)Nc1nc(-c3ccccc3)cs1)CS2 (centres undefined) | -6% | 18% | -1% | -25% | -3.7 | i | 17% | 3.4% | -23%
CCc1ccc2nc(Nc3ccc(OC)cc3OC)c(C#N)cc2c1 | 10% | ? | 13% | -1% | 6.6 | i | -2% | 0.3% | -1%
C#CCOCCOCCOCCNc1nc(N2CCN(C(=O)[C@H]([C@@H](C)CC)n3cc(CCCCN)nn3)CC2)nc(N2CCN(C(=O)[C@H]([C@@H](C)CC)n3cc(CCCN=C(N)N)nn3)CC2)n1 | -9% | 3% | 0% | 1% | 0.0 | i | 6% | -0.2% | -1%
CN(C)C(=O)Nc1ccccc1CC[N+](=O)[O-] | 4% | 20% | 16% | -5% | -0.8 | i | 1%[11.3 µM] | 2.2% | 0%
CC(=O)Nc1cccc(-c2ccnc3c2CC(C)(C(=O)NCC2CC2)O3)c1 (centres undefined) | nt | nt | 7% | -19% | -1.0 | ? | -1% | 0.9% | 0%
COCc1[nH][nH]c(=O)c1C=Nc1ccc(C(F)(F)F)cc1 | 8% | 9% | 7% | -1% | -2.4 | i | nt | 0.0% | -11%

One compound at a time (already shown). Order of screens: A549 tox	Nrf2 block	EPAC2 agonist	HepG2 tox	IL2 activator	S2 tox	ATXN2 expr inh	Nrf2 activator	TGFb inhibitor
Cc1csc(NC(=O)C2CCCN(S(=O)(=O)c3cnc[nH]3)C2)n1 (centres undefined) is entered as -2%	?	2%	0%	-1.1	i	6%	0.4%	-3%
O=C(NCc1ccc(Cl)nc1)c1csc(COCCO)n1 is entered as nt	nt	3%	-1%	1.1	i	11%	-0.1%[9.22 µM]	-4%
CCS(=O)(=O)c1nc(S(=O)(=O)c2ccc(C)cc2)c(NCCCOC)s1 is entered as 13%	-4%	nt	-14%	nt	i	2%	0.0%	2%

The listing continues:
SMILES | A549 tox | Nrf2 block | EPAC2 agonist | HepG2 tox | IL2 activator | S2 tox | ATXN2 expr inh | Nrf2 activator | TGFb inhibitor
Cc1nn(Cc2ccc(Cl)cc2)c(C)c1NC(=O)c1noc2c1CCCCC2 | -4% | nt | 11% | -18% | -0.9 | i | -24% | -0.6% | -18%
CC(=O)Nc1ccc(NC(=O)COC(=O)c2ccc(C)s2)cc1 | -18% | 6% | 6% | -22% | 0.2 | i | 2% | 0.1% | -1%
Cc1ccc(-n2nnnc2SCC(=O)Nc2ccc3c(c2)COC3=O)cc1C | -16% | -17% | 1% | -12% | -1.5 | i | 0% | 0.2% | 7%
COc1ccc(C2C(=O)NN=C2C)cc1 (centres undefined) | 10% | -3% | 12% | -10% | 0.9 | i | -23% | 1.7% | 3%
CC(=O)c1ccc(N2CCN(C3C(=O)c4ccccc4N3C(C)=O)CC2)cc1 (centres undefined) | -18% | ? | nt | -8% | nt | nt | nt | 7.4% | 0%
CCOC(=O)c1c(NC(=O)Cn2nnc3ccccc32)sc2c1CCC(C)C2 (centres undefined) | -6% | nt | 5% | -2% | 0.4 | i | -8% | 2.7% | -10%
Cc1ccccc1C(=O)NCC(=O)Nc1ccccc1C(F)(F)F | -6% | -13% | 5% | -30% | 1.2 | i | 3% | -0.1% | 3%
CSc1ccccc1-n1nnnc1SCC(=O)Nc1cc(C)ccc1C | -17% | -9% | 16% | -20% | 1.5 | i | 2% | 0.2% | 0%
Nc1ncc(S(=O)(=O)NCc2ccc(Cl)cc2)cn1 | -1% | nt | nt | 1% | nt | nt | nt | 0.2% | -2%
N#Cc1ccc(N2C(=O)[C@@H]3C(C(=O)C(c4ccccc4)c4ccccc4)=NN[C@@H]3C2=O)cc1 | 2% | 12% | 9% | -38% | -2.3 | i | -10% | -0.4% | -1%
COc1ccc(C(=O)Nc2ccc(N3CCN(C(=O)c4cccs4)CC3)cc2)cc1Br | 6% | ? | 10% | -15% | -0.3 | i | nt | 0.7% | -16%
Cc1ccc(C)c(S(=O)(=O)N2CCCCC2CCNC(=O)C(=O)NCc2ccccn2)c1 (centres undefined) | -14% | 5% | -5% | -51% | 0.1 | i | -7% | -0.4% | 0%
CNC(=O)COC(=O)c1ccc(NS(=O)(=O)c2ccc3c(c2)OCCO3)cc1 | 3% | -11% | 5% | -9% | 1.4 | i | nt | 0.2% | 8%
Cc1ccccc1N1CC(C(=O)Nc2nnc(SCc3cccnc3)s2)CC1=O (centres undefined) | -3% | -9% | 0% | -26% | -1.9 | i | -4% | 0.4% | -8%
COc1ccc(CN2C(=O)Cc3c2nc(N)c2c(N)nc(N4CCOCC4)c(C#N)c32)cc1 | -19% | 0% | -1% | 13% | 0.5 | i | nt | 0.3% | 8%
COc1ccccc1OC(=O)C1CC(=O)N(c2ccc(Cl)cc2)C1 (centres undefined) | -13% | ? | 6% | -17% | -0.2 | ? | 4% | -0.3% | 30%
O=C(CCC(=O)N1CCN(S(=O)(=O)c2ccc([N+](=O)[O-])cc2)CC1)N1CCOCC1 | 6% | 9% | 3% | 1% | -1.8 | i | 3% | 2.7% | -25%
Cc1cc(C(=O)NCc2cccnc2)n(-c2ccccc2)n1 | 1% | 11% | 2% | 4% | 1.5 | i | 3% | -0.1% | ?
COC(=O)c1ccc(OC)c(CSc2nnc(-c3ccc(C)cc3)o2)c1 | 1% | 3% | 1% | 11% | 3.1 | i | 1% | 0.2% | 0%
Cn1c(=O)n(C)c2cc(/C=C3/NC(=O)N(Cc4ccccc4)C3=O)ccc21 | 15% | nt | -5% | 6% | 5.8 | ? | -19% | 0.3% | 21%
Fc1cccc(NC(=S)NNc2c3ccccc3nc3ccccc23)c1 | ? | ? | -6% | -26% | -5.1 | ? | -13% | 5.3% | ?
CCOc1cc(Cn2c(-c3ccc(O)c(OCC)c3)nc3ccccc32)ccc1O | 7% | nt | nt | -16% | nt | i | -21% | 6.6% | -11%
c1ccc(CSc2ccc(-c3ccccn3)nn2)nc1 | 0% | ? | 7% | -4% | 0.6 | i | nt | 0.0% | 3%
Cc1ccc(NC(=O)c2ccc(S(=O)(=O)N3CCC(C)CC3)cc2)nc1 | -8% | ? | 1% | -2% | -1.0 | i | 8% | 2.6% | ?
O=c1ccc(-c2ccc(S(=O)(=O)NCC3CCN(Cc4cccc(F)c4)CC3)s2)n[nH]1 | 0% | -18% | 7% | -12% | -1.1 | i | -2% | 1.5% | 2%
COc1ccc(N(C(=O)CNC(=O)c2ccco2)C(C(=O)NC2CCCCC2)c2ccco2)cc1 (centres undefined) | -1% | 5% | -5% | 2% | 1.4 | i | 1% | 2.9% | -4%
CNC(=O)C(C)c1ncc(C(F)(F)F)cc1Cl (centres undefined) | 3% | 0% | 1% | -2% | -0.3 | i | -13% | -0.5% | -17%
